# GBA enhancer: enhancers of human beta-glucosidase activity in Gaucher fibroblasts | P04062 | 0.44% of 30,000 active | activation, % at 10 µM | L444P Gaucher fibroblasts, 4-MU-glucoside fluorescence, 3 days; in the data active means activation above about 65%;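 further: 0% = vehicle wells and 100% = positive control wells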
# Target sequence (P04062 whole entry L483P): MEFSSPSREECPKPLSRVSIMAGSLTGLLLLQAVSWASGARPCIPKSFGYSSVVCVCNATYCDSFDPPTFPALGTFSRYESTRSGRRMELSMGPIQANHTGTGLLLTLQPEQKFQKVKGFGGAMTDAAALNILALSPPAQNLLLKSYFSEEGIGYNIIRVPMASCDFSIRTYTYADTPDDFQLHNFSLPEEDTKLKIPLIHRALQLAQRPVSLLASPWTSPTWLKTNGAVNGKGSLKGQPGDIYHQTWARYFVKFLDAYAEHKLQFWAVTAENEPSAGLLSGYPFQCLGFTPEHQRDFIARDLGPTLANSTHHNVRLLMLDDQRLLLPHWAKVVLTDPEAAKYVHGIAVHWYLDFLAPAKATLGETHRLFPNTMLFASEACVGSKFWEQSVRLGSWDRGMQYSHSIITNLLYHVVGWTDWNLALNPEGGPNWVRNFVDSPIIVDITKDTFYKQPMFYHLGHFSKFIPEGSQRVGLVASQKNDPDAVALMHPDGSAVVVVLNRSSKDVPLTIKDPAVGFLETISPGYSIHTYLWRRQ
# * marks the source's active call; other numbers are inactive results. These rows are one share of the data (hit frequency here may not be typical).
SMILES,GBA enhancer
Cc1cc(=O)n2[nH]c(C)c(-c3ccc(Cl)cc3)c2n1,-6
CCOC(=O)C1CCN(C(=O)Nc2ccc3oc(C)nc3c2)CC1,1
COc1ccc(S(=O)(=O)N2CCOCC2)cc1C(=O)Nc1cc(C)on1,-16
O=C(O)c1oc2ccccc2c1CSc1ccccn1,2
C=CCn1c(=O)c2ccccc2n2c(SC(C)C(=O)Nc3nc(-c4ccccc4)cs3)nnc12 (stereo not given),5
CC12CCC3(CO)COC(c4ccccc4O1)C2C3 (stereo not given),-6
CCCS(=O)(=O)c1nnnn1-c1cccc(OC)c1,-92
Cc1cncn1CCc1nc2c3ccccc3nc(=S)n2[nH]1,-13
Cc1cccc(C)c1NC(=O)N1CCC(n2cnc3ccccc32)CC1,4
CCc1sc(C(=O)N2CCN(S(C)(=O)=O)CC2)cc1Br,-23
CCCN1C2=NS(=O)(=O)CCN2c2ccccc21,4
COc1ccccc1C(=O)Nc1ccccn1,-8
CCOCC(=O)Nc1cccc(C(=O)OCC)c1,-14
CCCc1nc(SCC(=O)Nc2cc(Cl)ccc2OC)c2c(=O)n(C)c(=O)n(C)c2n1,-13
Cc1ccc(S(=O)(=O)Nc2c(C)n(C)n(-c3ccccc3)c2=O)cc1C(=O)NCc1ccccn1,-4
Cn1c(-n2c(CCN3C(=O)c4ccccc4C3=O)nc3ccccc3c2=O)nc2ccccc21,9
CCOC(=O)N1CCN(c2ccc(C(=O)c3cccc(F)c3)cc2)CC1,-17
CC(=O)Nc1ccc(C(=O)CSc2nc3ccccc3n2CC(=O)N2CCCC2)cc1,52
O=C(NCCCN1CCCC1=O)c1ccc2c(=O)n(Cc3ccco3)c(=S)[nH]c2c1,115*
Nc1ccc(CCS(N)(=O)=O)cc1,-7

# The list goes on, overlapping the part above by 2 compounds.
SMILES,GBA enhancer
O=C(NCCCN1CCCC1=O)c1ccc2c(=O)n(Cc3ccco3)c(=S)[nH]c2c1,115*
Nc1ccc(CCS(N)(=O)=O)cc1,-7
CCCc1[nH]nc2c1C(CCC)C(C#N)=C(N)O2 (stereo not given),0
Cc1ccccc1Cn1c(C(C)O)nc2ccccc21 (stereo not given),7
Cc1ccc(CC2CC(=O)N(c3ccc(Cl)cn3)C2=O)cc1 (stereo not given),-9
COC(=O)CCC(=O)COc1ccc(OC)cc1C#N,-3
COc1ccccc1NC(=O)CN1CCN(CC(=O)Nc2ccc(F)cc2)CC1,-17
CN(C)CCCNC(=O)c1ccc2[nH]c3ccccc3c2c1,-12
CN(C)S(=O)(=O)c1ccc(Oc2ccc(S(=O)(=O)N(C)C)cc2)cc1,1
Cc1cc(NC(=O)c2cc(-c3ccco3)on2)no1,4
COc1cccc(-n2nnc3c(=O)n(CC(=O)OCc4ccccc4)cnc32)c1,-2
CS(=O)(=O)N(CC(=O)NC1CC2CCC1C2)c1cccc(C(F)(F)F)c1 (stereo not given),-3
O=S(=O)(NCc1ccco1)c1cccc(S(=O)(=O)N2CCOCC2)c1,-11
N#Cc1ccc2ccn(CC(=O)NC3CCCCCC3)c2c1,-42
Cc1ccc(S(=O)(=O)N(c2ccccc2)C2CCS(=O)(=O)C2)cc1 (stereo not given),26
CCOC(=O)CCCNS(=O)(=O)c1c(C)ccc2nsnc12,-11
Nc1nc(SCc2ccccc2)ns1,0
Cc1cccc(NC2=NC3(CCCCC3)N=C(N)N2)c1,-9
Cc1cc(N)ccc1NC(=O)c1ccccc1,0
O=C(CCCCCn1c(=S)[nH]c2cc3c(cc2c1=O)OCO3)N1CCN(C2CCCCC2)CC1,-4
COCCCNC(=O)CN1C(=O)c2ccccc2C1=O,7
CCc1c(C)nc2ncnn2c1N1CCCC(C(=O)NCc2ccc3c(c2)OCO3)C1 (stereo not given),-1

# 10 records drawn at random from the list so far:
SMILES,GBA enhancer
CN(C)S(=O)(=O)c1ccc(Oc2ccc(S(=O)(=O)N(C)C)cc2)cc1,1
CCc1c(C)nc2ncnn2c1N1CCCC(C(=O)NCc2ccc3c(c2)OCO3)C1 (stereo not given),-1
CCOC(=O)CCCNS(=O)(=O)c1c(C)ccc2nsnc12,-11
Cc1cc(NC(=O)c2cc(-c3ccco3)on2)no1,4
Cc1ccc(S(=O)(=O)N(c2ccccc2)C2CCS(=O)(=O)C2)cc1 (stereo not given),26
CCCc1[nH]nc2c1C(CCC)C(C#N)=C(N)O2 (stereo not given),0
COc1ccccc1NC(=O)CN1CCN(CC(=O)Nc2ccc(F)cc2)CC1,-17
COC(=O)CCC(=O)COc1ccc(OC)cc1C#N,-3
Cc1ccc(CC2CC(=O)N(c3ccc(Cl)cn3)C2=O)cc1 (stereo not given),-9
COCCCNC(=O)CN1C(=O)c2ccccc2C1=O,7

# Continued:
SMILES,GBA enhancer
CN=C1SC(CC(=O)Nc2cccc(C(F)(F)F)c2)C(=O)N1C (stereo not given),135*
Cc1ccc(NC(=O)CCN2C(=O)c3ccncc3C2=O)cc1,5
CCc1ccc(S(=O)(=O)NCc2cn3ccccc3n2)s1,-4
CCS(=O)(=O)N1CCC(C(=O)NCc2ccccn2)CC1,1
Cc1oc(-c2ccccc2)[n+]([O-])c1C,-1
Cn1cc(C(=O)NC2CCCCCC2)c(=O)c2cc(S(=O)(=O)N3CCCC3)ccc21,-18
COc1ccccc1N1CC(C(=O)OC(C)C(=O)N2CCCc3ccccc32)CC1=O (stereo not given),-17
O=C(NCc1ccc2c(c1)OCO2)c1ccc(S(=O)(=O)NCC2CCCO2)cc1 (stereo not given),-14
CCCCOC(=O)Nc1ccc(OC)cc1S(=O)(=O)N1CCOCC1,1
O=C(CSc1nc(-c2ccco2)cc(C(F)(F)F)n1)Nc1cccnc1,-8
O=C(CCNc1ccccc1)c1ccc2c(c1)OCO2,-6
Cc1ccc(Nc2cc(C)nc3ncnn23)c(Cl)c1,-20
CCOC(=O)N1CCC(Nc2ncnc3c2cnn3-c2ccccc2)CC1,-26
O=C1Nc2ccccc2C(O)(C(=O)NC2CC2)N1c1ccc(Cl)c(Cl)c1 (stereo not given),81*
CCc1nnc(NC(=O)c2nc3nccc(C)n3n2)s1,13
Cc1ccc2cc(CN(CCN3CCCC3)C(=O)Nc3ccccc3)c(=O)[nH]c2c1C,-4
CC(C)(C)NC(=O)CSc1nc(O)cc(=O)n1-c1ccccc1F,-32
Cc1ccc(CNC(=O)CN(C)S(=O)(=O)c2cccc3nsnc23)cc1,4
COC(=O)c1cnc2c(C(F)(F)F)cccc2c1OC,-56
CC(C)C(=O)Nc1nnc(Cc2ccccc2)s1,9
CCOc1ccc(NC(=O)c2ccncc2)cc1,15
Cc1cc(C)n(CNc2nc(C(F)(F)F)cs2)n1,-2
CC(C)(C)NC(=O)C(c1ccncc1)N(Cc1cccs1)C(=O)Cn1nnc(-c2cccs2)n1 (stereo not given),-6
CS(=O)(=O)N(CC(=O)N1CCCCCC1)c1ccc(Br)cc1,1
COc1ccc(C(=O)CSc2nnc(-c3cccnc3)n2Cc2ccco2)cc1,-36
Cc1ccc(S(=O)(=O)Nc2ccccc2CNc2c(C)n(C)n(-c3ccccc3)c2=O)cc1,-5
Cc1ccc(N(CC(=O)NCc2ccco2)S(=O)(=O)c2ccccc2)cc1,5
COc1cccc(CNn2cnnc2)c1OCc1ccccc1F,26
COC(=O)Cc1c(C)nc2nc[nH]n2c1=O,10
Cc1cc(NC(=O)Nc2cccs2)no1,-24
CCOc1ccc(C(=O)OCc2nnc(-c3cccs3)o2)cc1OC,-32
O=S(=O)(Cc1ccccc1Cl)N1CCN(Cc2ccc3c(c2)OCO3)CC1,-5
CCOC(=O)NC1(C(F)(F)F)C(=O)N(Cc2ccccn2)C2=C1C(=O)CC(C)(C)C2 (stereo not given),-31
COC1CCCCC1Nc1cccc(SC)c1 (stereo not given),4
CCOC(=O)Cc1csc(NC(NC(=O)CC)(C(F)(F)F)C(F)(F)F)n1,2
COc1ccc2cc3cc(C(=O)NCCc4ccc(OC)c(OC)c4)oc3nc2c1,-50
Cn1c2c(c(=O)n(C)c1=O)C(c1cccc(Br)c1)C1C(=O)c3ccccc3C1=N2 (stereo not given),-27
COc1ccc(CC(=O)OCC(=O)NC(=O)NC2CCCCC2)cc1,-16
Cc1c2cnn(CC(=O)N3CCN(c4ncccn4)CC3)c(=O)c2c(C)n1Cc1ccc(F)cc1,18
COc1cc(NC(=O)C(C)Oc2ccccc2)cc(OC)c1 (stereo not given),-6

# A few values from the list.
# GBA enhancer, O=C(CSc1nc(-c2ccco2)cc(C(F)(F)F)n1)Nc1cccnc1 = -8
# GBA enhancer, Nc1ccc(CCS(N)(=O)=O)cc1 = -7
# GBA enhancer, Cc1cncn1CCc1nc2c3ccccc3nc(=S)n2[nH]1 = -13
# GBA enhancer, CCOc1ccc(C(=O)OCc2nnc(-c3cccs3)o2)cc1OC = -32
# GBA enhancer, CN(C)CCCNC(=O)c1ccc2[nH]c3ccccc3c2c1 = -12
# GBA enhancer, COc1ccc(S(=O)(=O)N2CCOCC2)cc1C(=O)Nc1cc(C)on1 = -16

# Later entries.
SMILES,GBA enhancer
COc1ccc(NC(=O)c2ccco2)cc1NC(=O)c1ccco1,-1
CC(C(=O)NC1CCCCCC1)N(c1ccccc1)S(C)(=O)=O (stereo not given),-8
Nc1nc(C2CC2)c(Sc2sc(N)nc2C2CC2)s1,20
CC(=O)Nc1nc(=O)c2ccccc2s1,6
COC(=O)c1ccccc1NC(=O)C1CCN(S(=O)(=O)c2cc(C)ccc2OC)CC1,12
O=C(O)CCC(=O)Nc1ccc(N2CCCCCC2)cc1,-1
CCOC(=O)Cc1cnc(NC(=O)Cn2nnc(-c3ccc(OCC)cc3)n2)s1,4
Cc1cc(C)n(-c2nc3ccccc3n3cnnc23)n1,-59
COc1ccc(Cn2nnnc2C(c2ccccn2)N2CCN(c3cc(Cl)ccc3C)CC2)cc1 (stereo not given),6
COc1ccc(C2CC(C(F)(F)F)n3ncc(C(=O)O)c3N2)cc1OC (stereo not given),-7
O=S(=O)(c1ccc(Br)s1)N1CCCCC1,6
COC(=O)c1ccc(Cn2nc(C)c(Br)c2C)cc1,-17
CCOC(=O)c1c(N)nn(C(=O)CC)c1-c1ccccc1,-10
C=C(Cl)COC(=O)[C@H]1C2C=CC(C2)C1C(=O)O (stereo not given in full),2
O=C1c2ccccc2NC(c2cccc(F)c2)N1Cc1ccco1 (stereo not given),-24
CCn1c2ccccc2c2nnc(SCC(=O)NC(CC(C)C)C(=O)OC)nc21 (stereo not given),-37
Cc1ccc(C(C(=O)NCCc2ccccc2)N(C(=O)c2csnn2)C2CC2)o1 (stereo not given),-7
CCOC(=O)CCCc1sc(N)nc1-c1[nH]c(=O)[nH]c1C,-4
O=C(COc1ccccc1F)Nc1ccc(S(=O)(=O)NCc2ccco2)cc1,-13
COc1ccc(-n2nnc3c(SCC(=O)NCc4ccco4)ncnc32)cc1,-13
Cc1nc2ccccc2c(=O)n1CC(=O)N1CCOCC1,-38
COc1ccc(N2CCN(c3nc(NCCO)nc(N4CCOCC4)n3)CC2)cc1,-12
COC(=O)c1sccc1NC(=O)C1C2C=CC(O2)C1C(=O)O (stereo not given),-11
C#CCNc1nc(C)nc2c1nnn2Cc1ccccc1F,-2
Nc1nc(CSCc2ccccc2)nc(N2CCOCC2)n1,-47
Cc1ccc2nsnc2c1S(=O)(=O)Nc1cccc2nsnc12,-8
Cc1ccnc(NS(=O)(=O)c2ccccc2)n1,29
O=c1nccc(NCc2ccco2)[nH]1,10
Cn1c(-c2ccccc2)cnc1SCc1nc2ccccc2c(=O)[nH]1,7
COc1ccc(NC(=O)C2CC(=O)N(c3cc(C)ccc3C)C2)cc1 (stereo not given),-16
O=C(Nc1cc(C(F)(F)F)ccc1F)C1CCC1,-33
Cc1cccc(OCC(=O)Nc2ccc(N3CCN(S(C)(=O)=O)CC3)cc2)c1,-12
CCCc1nc(SC2CCCC2)c2c(=O)n(C)c(=O)n(C)c2n1,-2
O=C(CSc1nnc2c(n1)[nH]c1ccc(F)cc12)OCc1ccccc1,76*
COc1ccc(-c2nnc(SCC(=O)N(Cc3ccccc3)C(C)(C)C)o2)cc1OC,-16
CC1=CC(C)(C)N2C(=O)C3(N=C(N)NC(Nc4ccccc4)=N3)c3cc(C)cc1c32 (stereo not given),-20
COCC(=O)N(Cc1cc2cc(OC)ccc2[nH]c1=O)c1ccccc1OC,-4
O=c1c2ccccc2nc2ccc(NCc3ccco3)nn12,0
O=C1c2ccccc2C(=O)N1CCc1nc2ccccc2c(=O)n1-c1ccccn1,1
O=C(O)c1ccc(CS(=O)(=O)c2cccc(C(F)(F)F)c2)o1,-30
O=C(CN1CCN(S(=O)(=O)c2ccc(Br)cc2)CC1)Nc1ccc2c(c1)OCCO2,-6
Cc1c(NC(=O)Nc2ccccc2Cl)sc(=S)n1C,-16
CCOC(=O)C1CCCN(C(=O)c2cc3c(-c4cccc(OC)c4)nn(C)c3s2)C1 (stereo not given),-15
CCN(CC)S(=O)(=O)c1ccc(F)cc1,5
COc1ccccc1N1CCN(C(=O)CCNS(=O)(=O)c2ccc(Br)s2)CC1,-22
O=C(CCN1C(=O)C2C3C=CC(C3)C2C1=O)N1CCN(c2ccc(F)cc2)CC1 (stereo not given),-21
CCCOc1ccc(C2(C(=O)O)CCCC2)cc1,-2
CC1CCCCN1C(=O)CSc1ccc(-c2ccc(F)cc2)nn1 (stereo not given),-22
CCOc1ccc(C(N)=O)cc1OC,-5
Cc1ccc(CC2SC(=O)NC2=O)cc1Cl (stereo not given),-12
C/C=C/c1ccc(OC)c(OC(C)=O)c1,-9
CCN(CCCNC(=O)CCNC(=O)Cn1cnc2ccccc2c1=O)c1cccc(C)c1,-26
CC(OC(=O)CNC(=O)C12CC3CC(CC(C3)C1)C2)C(=O)Nc1ccc(N2CCOCC2)cc1 (stereo not given),-3
CC(=O)Nc1ccc(Cl)cc1C(=O)O,-16
COc1ccccc1NC(=O)c1c(NC(=O)c2ccco2)sc2c1CCC2,9
O=C(Cn1[nH]c(=O)c2ccccc2c1=O)NC1CCN(Cc2ccccc2)CC1,-24
Nc1nc(Cn2nnc(-c3ccccc3Cl)n2)nc(N2CCOCC2)n1,-4
CCOC(=O)c1ccccc1NC1OC(=O)c2ccccc21 (stereo not given),-41
CCc1ccc(Nc2nc(N)nc(CSc3nnnn3-c3ccccc3)n2)cc1,-13
CCn1c(-c2ccc(F)cc2)n[nH]c1=S,-1
O=C(C1CCCN(S(=O)(=O)c2cccc3nsnc23)C1)N1CCN(c2ccccn2)CC1 (stereo not given),10
CCOC(=O)N1C(=O)c2cc(OC)ccc2S1(=O)=O,-35

# Screens from PubChem BioAssay.
